Bioassay records as filed in PubChem.
Giardia kill: Giardia lamblia killing; Giardia lamblia trophozoite viability; activity change, % at 7.66 µM, hits read low; 340,000 compounds, 0.15% hits; AID 540267; in the data active = activity change below about -80%; inconclusive = between about -30% and that limit;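 note: parasites exposed to compound for two days anaerobically before the ATP read; % is set by controls: 0 for no effect and ±100 for the full control effect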
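Killing of trophozoites was scored by loss of ATP luminescence after a 48 hrs anaerobic exposure to compounds at 37 deg C, using 100 cells per well.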
PKM2 activator: increases activity of human pyruvate kinase M2; P14618; purified PKM2, Kinase-Glo ATP luminescence, activation; response scale: 0% is enzyme alone, no compound; Potency, µM (highest dose often 57.5 µM), without a hit: at the highest dose activation, most hits filed as activators; 260,000 compounds, 0.34% hits; note: potency is the fitted concentration of half-maximal effect; % is set by controls: 0 for no effect and ±100 for the full control effect; nearly all actives have a fitted effect of over 55% in size
Target sequence (P14618 whole entry, looked up): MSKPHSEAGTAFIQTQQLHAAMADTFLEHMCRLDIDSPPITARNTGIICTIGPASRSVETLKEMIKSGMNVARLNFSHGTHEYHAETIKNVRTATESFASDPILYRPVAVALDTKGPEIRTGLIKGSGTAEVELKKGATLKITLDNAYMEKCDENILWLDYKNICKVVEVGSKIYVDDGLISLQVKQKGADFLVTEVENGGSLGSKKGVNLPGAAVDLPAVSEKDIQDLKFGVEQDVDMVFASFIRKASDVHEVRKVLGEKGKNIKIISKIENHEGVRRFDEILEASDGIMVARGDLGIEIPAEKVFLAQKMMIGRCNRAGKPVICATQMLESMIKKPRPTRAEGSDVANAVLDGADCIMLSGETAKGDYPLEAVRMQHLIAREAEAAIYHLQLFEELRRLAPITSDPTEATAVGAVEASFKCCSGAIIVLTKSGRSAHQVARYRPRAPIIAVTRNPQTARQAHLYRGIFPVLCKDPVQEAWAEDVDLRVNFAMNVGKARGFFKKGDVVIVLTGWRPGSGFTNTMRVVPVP
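Kinase-Glo luminescence reports ATP generated from ADP (0.1 mM) and PEP (0.5 mM) by purified hPK-M2 after 1 h at room temperature, pH 7.2 imidazole buffer; intermediate enzyme activity allows detecting inhibitors and activators.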
BRCA1 expr up: activators of BRCA1 expression; MCF7-BRCA1-FFLuc reporter, luminescence, 48 h; response scale: scaled: vehicle 0%, 10 µM genistein 100%; Potency, µM (doses to about 46.1 µM), for the others: at the top dose activation, usual class: activators; 380,000 compounds, 1.1% hits; note: potency is the fitted concentration of half-maximal effect; nearly all actives have a fitted effect of over 80% in size; some results filed as inactive show a strong effect at the top dose
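Luminescence from a BRCA1-driven firefly luciferase in MCF7 cells was the read-out, taken 15 min after substrate addition following 48 h compound exposure at 37 °C. Data were normalized to a 10 microM genistein control and DMSO vehicle.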
Rab9 prom act: Rab9 promoter activation; Huh7 Rab9 promoter-luciferase reporter, luminescence, 24 h; Potency, µM (doses to about 9.22 µM), without a hit: at the top dose activation, negative = inhibition, most hits filed as activators; 320,000 compounds, 2.8% hits; AID 485297; note: potency is the fitted concentration of half-maximal effect; % of control where 0% means no effect; nearly all actives have a fitted effect of over 60% in size
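Luminescence from Amplite-detected luciferase (10 minutes, ambient) reports Rab9 promoter activation. Before that, stable Rab9-luciferase Huh7 cells (1500/well, reduced-serum OP-MEM I plus 10% FBS) were exposed to compound for 24 hours at 37C.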
p53 reactivator: restores transcriptional activity of mutant p53; H1299 p53-A138V BP100-luciferase reporter, luminescence, 24 h; Potency, µM (top dose mostly 92.2 µM), inactives show at the top dose activity change, positive = activation, usual class: activators; 320,000 compounds, 0.063% hits; AID 504706; note: potency is the fitted concentration of half-maximal effect; % of control where 0% means no effect; nearly all actives have a fitted effect of over 45% in size
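H1299 (p53-null), stable ts p53-A138V + BP100-Luc; 1000 cells/well, Opti-MEM/10% FBS; cpd 4 pt, 1:5; 24 h, 37 deg C, 5% CO2; detection reagent 10 min RT; luminescence.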
FLuc counter: counter-screen for miR-21 project: firefly luciferase inhibitors or activators. P08659. purified FLuc, Km substrates, luminescence inhibition. Potency, µM (doses to about 57.5 µM), inactives show top-dose activity change, negative = inhibition, most hits filed as inhibitors. 360,000 compounds, 6.9% hits. AID 588342;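 note: potency is the fitted concentration of half-maximal effect; plate controls were vehicle for no effect and reference inhibitor for full effect; nearly all actives have a fitted effect of over 55% in size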
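Biochemical qHTS of compounds, final roughly 60 µM downward over six points, against 10 nM purified firefly luciferase using Km concentrations of substrates (10 uM D-luciferin, 10 uM ATP) in Tris acetate pH 7.5 buffer; luminescence output.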
RORgamma inh: ROR gamma (mouse) transcription inhibition; P51450; Drosophila S2 Gal4-RORgamma UAS-luciferase reporter, 20 h; Potency, µM (highest dose often 53.6 µM), inactives show at the top dose activity change, negative = inhibition, usual class: inhibitors; 310,000 compounds, 5.4% hits; note: potency is the fitted concentration of half-maximal effect; % is set by controls: 0 for no effect and ±100 for the full control effect; nearly all actives have a fitted effect of over 60% in size
Target sequence (P51450 whole entry, looked up, the tested form may be a part): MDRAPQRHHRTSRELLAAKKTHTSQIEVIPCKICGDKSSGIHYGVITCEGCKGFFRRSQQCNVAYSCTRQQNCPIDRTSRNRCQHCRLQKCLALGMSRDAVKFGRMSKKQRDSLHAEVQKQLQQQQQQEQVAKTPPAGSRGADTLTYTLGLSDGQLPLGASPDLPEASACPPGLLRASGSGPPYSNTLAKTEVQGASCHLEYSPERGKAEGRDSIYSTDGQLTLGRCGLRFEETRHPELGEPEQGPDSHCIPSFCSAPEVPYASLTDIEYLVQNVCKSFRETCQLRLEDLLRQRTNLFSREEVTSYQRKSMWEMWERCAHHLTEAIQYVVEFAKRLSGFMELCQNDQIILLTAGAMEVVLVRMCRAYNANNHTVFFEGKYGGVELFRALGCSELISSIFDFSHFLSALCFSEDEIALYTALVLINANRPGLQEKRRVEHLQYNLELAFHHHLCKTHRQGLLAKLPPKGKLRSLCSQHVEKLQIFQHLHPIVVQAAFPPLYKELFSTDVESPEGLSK
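Read-out: Photinus luciferase luminescence; inhibitors lower reporter signal. Insect Schneider cells with Gal4-ROR gamma fusion under metallothionein promoter, UAS reporter; 700 uM final copper sulfate induction, 20 hr, ambient temperature.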
Menin MLL FP TR: inhibitors of human menin-MLL interaction, mutant MLL peptide. O00255. Menin + Texas Red MLL mutant peptide, fluorescence polarization. Potency, µM (highest dose often 61.6 µM), inactives show top-dose FP activity change, negative = inhibition, hits mostly inhibitors. 270,000 compounds, 0.23% hits; active = well fitted inhibition curve with a large enough effect in the polarisation, with a control signal flat, not every such curve was filed as active; inconclusive = small, poorly fitted or top-dose-only effect, or effect the other way, or a change in a side signal; inactive = no such curve, though single readings can be large or run the other way; the % refers to the polarisation; note: potency is the fitted concentration of half-maximal effect; % of control where 0% means no effect; many of its hits are not listed in these tables
ELG1 genotoxic: genotoxicity induction in ELG1-luciferase HEK293T cells | Potency, µM (top dose mostly 46 µM), for inactives: top-dose activity change, positive = activation, usual class: activators | 330,000 compounds, 1.3% hits | HEK293T ELG1-luciferase reporter, luminescence, 16 h; note: potency is the fitted concentration of half-maximal effect; % of control where 0% means no effect; nearly all actives have a fitted effect of over 60% in size
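Luminescence read-out: rising ELG1-luciferase signal, reflecting elevated ELG1 protein under genetic stress, flags genotoxic compounds. Cells were treated for 16 hr at 37 °C before ONE-Glo detection.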
NPC1 prom act: NPC1 promoter activation; 320,000 compounds, 2.4% hits; AID 485313; Huh7 NPC1 promoter luciferase reporter, 24 h; Potency, µM (series often up to 9.22 µM), without a hit: at the highest dose activation, usual class: activators;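 note: potency is the fitted concentration of half-maximal effect; % of control where 0% means no effect; nearly all actives have a fitted effect of over 60% in size; reporter is driven by a mutant NPC1 promoter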
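Quantitative HTS used a cell-based reporter: Huh7 cells stably bearing the NPC1 promoter upstream of luciferase were treated with compounds for 24 h, and promoter activation was read as luminescence.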
VP16 counter: counter-screen for ROR gamma inhibitors: Gal4-VP16 reporter; Drosophila S2 Gal4-VP16 UAS-luciferase, luminescence, 20 h; Potency, µM (top dose mostly 53.6 µM), for inactives: at the highest dose activity, negative = inhibition, most hits filed as inhibitors; 310,000 compounds, 3.5% hits; AID 2546;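 note: Gal4-VP16 expression switched on by copper sulfate through the metallothionein promoter; potency is the fitted concentration of half-maximal effect; % is set by controls: 0 for no effect and ±100 for the full control effect; nearly all actives have a fitted effect of over 50% in size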
The depositor's hits bear a star; ? = inconclusive; nt = no result given; [ ] = dose if it differs, or a comment. Unless noted, calls come from the whole dose curve; as a rule, active = well fitted curve in the direction sought with a large enough effect; inconclusive = small, poorly fitted or top-dose-only effect, or another doubt; inactive = no such curve, though single readings can be large; an effect the other way counts as inactive or inconclusive. The list is partial; count on the stated rates, not on these rows.

The line under a structure holds: VP16 counter, NPC1 prom act, Menin MLL FP TR, BRCA1 expr up, RORgamma inh, FLuc counter, p53 reactivator, Rab9 prom act, ELG1 genotoxic, PKM2 activator, Giardia kill
Cc1ccc(C(=O)O/N=C(\N)c2nonc2N)cc1
→ 26%, 3%, 3%, 39%, 45%, 0.48µM*, ?, 11%, ?, -81%, 14
N#Cc1ncc(Cl)c2ccccc12
→ 6%, -3%, nt, -7%, 3%, -2%, 5%, 1%, 4%, 10%, -14
COc1c(Cl)ccc(Cl)c1C(=O)NC(=S)N1CCOCC1
→ 11µM*, -3%, 1%, 4%, 3.5µM*, 0%, 23%, 0%, -1%, -4%, -11
O=C(CCSc1ccccn1)Nc1ccc(Br)cc1
→ -3%, ?, 2%, ?, 36%, 12µM*, ?, 3.5µM*, ?, 8%, 15
COc1ccc2[nH]c(=O)c(C(c3nnnn3C3CCCC3)N(C)C3CCCCC3)cc2c1 (configuration not stated)
→ 2%, -2%, 3%, -28%, 1%, 3%, 0%, 8%, -2%, -4%, 18
O=C(Nc1nc2c(F)c(F)c(F)cc2s1)c1ccco1
→ ?, 2.2µM*, 28%, ?, -4%, 6µM*, ?, 2.5µM*, ?, -1%, 2
CCOC(=O)c1ccc(NC(=O)Oc2ccccc2)cc1
→ 6%, 3%, -1%, 15%, 16%, ?, 11%, 19%, 8%, 0%, -6
NC(=O)c1nsc(C(=O)N(CC(=O)NC2CCCC2)c2cccc(C(F)(F)F)c2)c1N
→ -10%, -1%, ?, -21%, -23%, 0%, -1%, 2%, -1%, nt, 2
Cc1csc(NC(=O)CS(=O)(=O)c2ccccc2)n1
→ -4%, 16%, 1%, 62%, 14%, -13%, 7%, 21%, ?, -3%, -7
O=C(CNCc1ccccn1)Nc1cc(S(=O)(=O)N2CCCCC2)ccc1Cl
→ -9%, -5%, -16%, -23%, -8%, 1%, -4%, -1%, -13%, -1%, -8
O=C(NCc1cccnc1)c1ccccc1CCc1ccccc1
→ 4%, -2%, 0%, ?, 4%, 6%, 1%, 2%, -8%, -3%, -6
CCOC(=O)c1c(NC(=O)CSc2cn(CC)c3ccccc23)sc2c1CCC2
→ 1%, -1%, 6%, -17%, 2%, 2%, -1%, -7%, 1%, -3%, -7
COc1ccc2cc(C(=O)NCCc3ccccc3)[nH]c2c1
→ -10%, ?, -1%, 4.5µM*, 6%, 3%, 11%, ?, 4%, nt, 38[activator]
CCC(Oc1ccccc1)C(=O)Nc1ccc(S(=O)(=O)N2CCOCC2)cc1 (configuration not stated)
→ -2%, -4%, 0%, -34%, 3%, 1%, -10%, -5%, 0%, -2%, -9
CC1CN(C(=O)Nc2ccc3c(c2)OCO3)CC(C)O1 (configuration not stated)
→ -7%, 27%, 3%, ?, 24%, 17µM*, 26%, 27%, ?, -3%, -6
Clc1ccc(CSc2nnc(CNc3cccc(Cl)c3)o2)cc1
→ -2%, 2%, nt, 3%, 29%, 9%, 1%, 0%, -5%, -2%, 3
COc1nc(/C=C/N(C)C)c([N+](=O)[O-])c(OC)n1
→ 3%, -1%, nt, -16%, 6%, -7%, 3%, -6%, -4%, -7%, -13
CC(C)Cc1nnc(NC(=O)CCC(=O)N2CCN(Cc3ccc(F)cc3)CC2)s1
→ -9%, -1%, -23%, -12%, 16%, 2%, 0%, -8%, -4%, -2%, -23
Cc1ccc(S(=O)(=O)N2CCC(C(=O)C3C(=O)CC(C)(C)CC3=O)CC2)cc1
→ 11%, 0%, 5%, 7%, 2%, -11%, -1%, 0%, 2%, 1%, 4
CCOCCCNC(=O)C(c1ccc(Cl)cc1)N1CCN(c2ccccc2)CC1 (configuration not stated)
→ -12%, -4%, -9%[11.7 µM], 0%, 0%, 0%, -4%, -1%, -2%, 2%, -26
CCCn1c(SC(C(=O)Nc2cccc(OC)c2)c2ccccc2)nc2ccccc2c1=O (configuration not stated)
→ -7%, -3%, 1%, 15%, 3%[10 µM], 4%, 5%, 0%, -5%, 4%, -18
O=C(Cn1nc(C(F)F)cc1C(F)F)NNC(=S)Nc1ccc([N+](=O)[O-])cc1
→ ?, -2%, ?, -20%, 10µM*, ?, 6%, -4%, 0%, 4%, 21
COc1cc(NC(=S)N2CCN(C(=O)C3CCCO3)CC2)c(OC)cc1Cl (configuration not stated)
→ -8%, -1%, -12%, 3%, -44%, 3%, 2%, 3%, 2%, -5%, -12
COCCCN1C(=O)c2[nH]nc(-c3ccccc3O)c2C1c1ccc(Cl)cc1 (configuration not stated)
→ -16%, -3%, 6%, -81%, ?, 0%, -6%, -2%, -6%, -1%, -8
CCOC(=O)c1cnc(SCCc2ccccc2)nc1N
→ -1%, 3.2µM*, 0%, ?, -12%, 3µM*, ?, 1.6µM*, ?, -8%, -22
C/C(=N\Nc1nccnc1Cl)c1ccc(O)cc1
→ 8%, 17%, 10%, 68%, 11%, ?, 8%, 15%, 12%, -17%, 2
COc1cc(OC)cc(N(C(=O)CNC(=O)c2cccs2)C(C(=O)NCC2CCCO2)c2ccc(OC)c(OC)c2)c1 (configuration not stated)
→ 2%, -1%, -15%, 1%, 13%, 1%, 4%, 0%, 5%, -2%, 11
COC(=O)c1ccc(COC(=O)CNC(=O)c2cccs2)cc1
→ 5%, -2%, nt, 11%, -16%, -18%, 1%, -1%, -1%, 0%, -4
CCC(=O)c1ccc(NC(C)=O)cc1O
→ 10%, 0%, nt, 11%, 13%, 4%, -1%, 7%, 5%, 6%, -14
C#CCSc1nnnn1-c1ccc(OCC)cc1
→ 9%, 1%, nt, 7%, 31%, 0%, -2%, 1%, 2%, 3%, -9
O=C(NCc1ccncc1)C1CCCN1S(=O)(=O)c1ccc(Cl)cc1 (configuration not stated)
→ -14%, -1%, nt, -2%, 0.63µM*, 1%, -11%, 16%, 0%, 6%, -3
CSc1nnc(NC(=O)c2ccc(S(=O)(=O)N(C)C)cc2)s1
→ -5%, 1.6µM*, 6%, ?, -1%, 11µM*, 6%, 0.56µM*, ?, -13%, ?
O=C(CSc1nc2ccccc2[nH]1)Nc1cccc(S(=O)(=O)N2CCOCC2)c1
→ -2%, -4%, -6%, -28%, 30%, -2%, 3%, 4%, -11%, 5%, -7
N=c1c(C(=O)NCC2CCCO2)cc2c(=O)n3ccccc3nc2n1Cc1ccco1 (configuration not stated)
→ 3%, 2%, 0%, -5%, -10%, -2%, 1%, -4%, -8%, 3%, 22
O=S(=O)(NCc1cc(-c2ccc(Cl)cc2)no1)c1ccc(Cl)cc1
→ -26%, 0%, nt, 4%, 6%, 1%, 11%, 2%, 1%, 7%, 3
COc1ccc(Cl)cc1NC(=O)CN(C)C(=O)c1sccc1-c1ccccc1
→ nt, 4%, nt, -73%, nt, 20%, 7%, 13%, -6%, nt, 21
COc1ccc(OC)c(NC(=O)c2ccc3c(=O)n(CCc4ccccc4)c(=S)[nH]c3c2)c1
→ 0.89µM*, -20%, 0%, -28%, 0.79µM*, 3%, 0%, -17%, 1%, -4%, 18
CC(=O)c1ccc(C(=O)N2CCCC(CCC(=O)N(C)CCc3ccccn3)C2)s1 (configuration not stated)
→ -5%, 0%, -10%, -22%, 15%, 6%, 0%, 0%, 0%, -1%, 0
COc1ccccc1CNC(=O)C1CC(c2ccc([N+](=O)[O-])cc2)=NO1 (configuration not stated)
→ 20%, -3%, -9%, 75%, ?, ?, ?, 2%, 1%, -2%, 1
Cc1ccc(S(=O)(=O)N[C@@H](C)C(=O)OCC(=O)N2c3ccccc3NC(=O)C2(C)C)cc1
→ nt, -3%, nt, 1%, nt, 2%, -1%, 1%, -4%, nt, 1
CC12c3ccccc3C(c3ccccc31)C1C(=O)N(Cc3cccnc3)C(=O)C12 (configuration not stated)
→ 1%, -5%, 1%, 4%, 0%, 3%, -6%, 0%, -3%, 1%, 10
CC(c1nccs1)N(C)C(=O)CCc1nnc(-c2ccc(-c3ccccc3)cc2)o1 (configuration not stated)
→ -5%, 14%, -8%, 7%, -5%, 12µM*, -7%, 18%, -4%, 1%, 22
S=c1[nH]nc(COc2ccccc2)n1/N=C/c1ccco1
→ -3%, -7%, 0%, 19%, 7.9µM*, 0%, 15%, -6%, 0%, -13%, -14
